Screening data: PubChem, Sanford-Burnham Center for Chemical Genomics
Hsp70 displacement: Hsp70 inhibitors, probe displacement, primary screen, biochemical, fluorescence polarization (AID 583); 0.06% of 140,000 active; Hsp70 fluorescence polarization probe displacement, mP; higher % means a stronger effect; one-dose displacement, % at 20 µM; IC50 in µM for titrated hits; in the data active = displacement above about 50%;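 also: plate controls were vehicle for no effect and reference ligand for full effect; a part of the inactive calls stands beside numbers as strong as those of hits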
Rat MKP-3 inhibitors: inhibition of rat DUSP6 enzyme activity – biochemical, in vitro, primary screen (AID 425) | recombinant MKP-3 phosphatase activity, fluorescence; higher % means a stronger effect | one-dose inhibition, % at 20 µM; IC50 in µM for titrated hits | 0.17% of 110,000 active; in the data active = inhibition above about 50%;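 also: plate controls were vehicle for no effect and reference inhibitor for full effect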
* hit, by the source's call; . = no result given; & = joins results of further samples. An excerpt; rates above refer to the full screens.

SMILES	Hsp70 displacement	Rat MKP-3 inhibitors
CC1CN(c2nc3ccccc3nc2C(C#N)C(=O)NC2CCCCC2)CC(C)O1 (stereo not given)	-149.5%	-3.2%
CCN(CC)CCCOC(=O)c1ccc(O)c(OC)c1	2.5%	-0.4%
COc1ccc(-n2nnnc2Sc2ccc(S(=O)(=O)N3CCOCC3)cn2)cc1	5.2%	-2.0%
O=C(CCc1nc(-c2ccccc2F)no1)NCCN1CCc2ccccc2C1	9.3%	-1.9%
CCOC(=O)c1ccc(NC(=O)c2cccc(S(=O)(=O)N3CCOCC3)c2)cc1	7.9%	-10.5%
CCNc1nc(OCCNS(=O)(=O)c2cc(C)ccc2C)nc(N(C)C)n1	4.7%	-6.4%
CCOC(=O)N1CCN(C(=S)NC(C)(C)C)CC1	-2.0%	.
Cc1csc(NC(=O)C2CCC(C)(C(=O)O)C2(C)C)n1 (stereo not given)	5.3%	-6.8%
Cc1nn(C)cc1CNC(=O)COc1ccc(Cl)cc1Cl	-3.1%	.
CCC(=O)c1ccc(OCC(=O)N2CCc3cc(OC)c(OC)cc3C2)cc1	-2.4%	-7.8%
COc1cccc(OCCCCOc2ccccc2OC)c1	4.6%	-0.3%
O=C(Nc1ccc2nn(-c3ccccc3)nc2c1)c1cccnc1	-14.6%	-2.1%
CC(=NCc1ccc2c(c1)OCO2)C1=C(O)c2ccccc2C1=O	2.5%	-14.6%
CCOC(=O)c1sc(NS(=O)(=O)c2cc(C)ccc2C)nc1C	4.7%	.
COc1cccc(N(C(=O)c2ccco2)C(C(=O)NC2CCCC2)c2cccnc2)c1 (stereo not given)	4.2%	2.1%

Whole records, quoted from the list.
Entry for Cc1nn(C)cc1CNC(=O)COc1ccc(Cl)cc1Cl = Hsp70 displacement = -3.1%; Rat MKP-3 inhibitors = .
Entry for COc1cccc(N(C(=O)c2ccco2)C(C(=O)NC2CCCC2)c2cccnc2)c1 (stereo not given) = Hsp70 displacement = 4.2%; Rat MKP-3 inhibitors = 2.1%

New compounds follow
SMILES	Hsp70 displacement	Rat MKP-3 inhibitors
Nc1nnnn1/N=C/c1ccc(N2CCOCC2)cc1	1.5%	-0.1%
Cc1cc(C(=O)Nc2ccccc2C(N)=O)ccc1[N+](=O)[O-]	7.2%	0.0%
CC(=O)NC1C(OCCOc2ccc(Cl)cc2Cl)OC(COC(C)=O)C(OC(C)=O)C1OC(C)=O (stereo not given)	-5.7%	1.3%
COc1ccc(OC)c(NC(=O)Cc2coc3ccc4ccccc4c23)c1	-7.9%	.
Cc1ccc(N2C(=O)c3n[nH]c(C)c3C2c2ccccn2)cc1 (stereo not given)	-3.8%	1.6%
C=CC(C)Sc1nc2c(c(=O)n(C)c(=O)n2C)n1Cc1ccccc1Cl (stereo not given)	-4.9%	-3.4%
O=C(NCCCN1CCCC1=O)c1ccc(Cl)c(NS(=O)(=O)c2ccc(F)cc2)c1	-1.5%	4.3%
CCC(=O)Nc1cc(C(F)(F)F)ccc1N1CCOCC1	-1.9%	-0.9%
CCCCOc1cc2oc(=O)cc(C)c2cc1CC	-5.3%	4.3%
Cc1c(NC(=O)c2ccc3ccccc3n2)c(=O)n(-c2ccccc2)n1C	3.4%	-0.4%
O=C1c2ccncc2C(=O)N1C1CCCCC1	-0.1%	-15.1%
Cc1noc(C)c1C(=O)Nc1sc(C)c(C)c1C#N	1.4%	-3.4%
Cc1cccc(Nc2ncccc2C(=O)O)c1C	-0.8%	-3.1%
Cc1ccc(C)c(NC(=O)c2c(-c3ccccc3Cl)noc2C)c1	2.3%	0.9%
C(=N\N=C\c1ccc2c(c1)OCO2)/c1ccc2c(c1)OCO2	-3.3%	-1.0%
O=C(CCn1ccc2ccccc21)Nc1ccc(N2CCOCC2)cc1	0.1%	-1.7%
CSc1nc2ccc3nc(NC(=O)c4cccs4)sc3c2s1	-80.9%	-5.1%
CCOC(=O)C1=C(O)/C(=C/c2ccc(Br)cc2)SC1=Nc1cccc(Cl)c1	1.1%	-0.3%
C1=C(CCNc2ncnc3nc[nH]c23)CCCC1	3.0%	9.4%
CCOC(=O)c1cc(C)n(CCCN2CCOCC2)c1C	1.1%	5.2%
O=C(Nc1cccc(Br)c1)c1ccc([N+](=O)[O-])cc1Cl	-3.9%	-3.1%
CC(=O)Nc1ccc(S(=O)(=O)N2CCOCC2)cc1	2.8%	.
Cn1ncc2c(N3CCOCC3)ncnc21	2.7%	-6.1%
CCCCN1CC(O)=C(c2nc3ccccc3[nH]2)C1=N	-4.0%	-9.5%
COc1ccccc1NC(=O)Cn1nnc(C(=O)Nc2ccccc2)c1N	2.7%	9.7%
COC(=O)c1cc(COc2ccc3c4c(c(=O)oc3c2)CCCC4)c(C)o1	0.7%	0.9%
Cc1cccc(C(=O)Nc2ccc(NC(=O)Cc3ccccc3)cc2)c1	-0.2%	5.8%
COc1ccc(C2c3c(ncn(CCN4CCOCC4)c3=N)Oc3ccc4ccccc4c32)cc1 (stereo not given)	7.3%	.
O=C(NCc1ccccc1)NC1CC2CCC(C1)N2Cc1ccco1 (stereo not given)	0.5%	-12.2%
CCC(C(=O)OCC(=O)Nc1c(C)n(C)n(-c2ccccc2)c1=O)c1ccccc1 (stereo not given)	-4.5%	-1.6%

Of the compounds above, these contain a thiophene ring, fused or not:
SMILES	Hsp70 displacement	Rat MKP-3 inhibitors
Cc1noc(C)c1C(=O)Nc1sc(C)c(C)c1C#N	1.4%	-3.4%
CSc1nc2ccc3nc(NC(=O)c4cccs4)sc3c2s1	-80.9%	-5.1%

Other entries follow:
SMILES	Hsp70 displacement	Rat MKP-3 inhibitors
Cc1c(Br)cc(C(=O)N2CCCCCC2)c(C)c1C	7.5%	.
COc1cccc(NC(=O)Cc2cn(C)c3ccccc23)c1	.	4.1%
Cc1ccc(S(=O)(=O)N(c2cccc(C)c2)C2CCS(=O)(=O)C2)cc1 (stereo not given)	-0.3%	.
CCOc1ccc(NS(=O)(=O)c2ccc3nsnc3c2)cc1	5.9%	1.0%
CC1(C)CC(=O)C(C=Nc2ccc(O)cc2)=C(O)C1	-1.1%	4.4%
CC(NC(=O)C12CC3CC(CC(C3)C1)C2)C1CC2CCC1C2 (stereo not given)	1.5%	1.6%
O=C(Nc1cccc(Cl)c1)Nc1cccc(Cl)c1	-2.9%	.
Cc1cc(=O)oc2c1ccc1oc(C(=O)c3ccc(Cl)cc3)c(C)c12	1.4%	-3.0%
CCOC(=O)c1ccc2c(c1)N(CC)/C(=C\C=C1/SC(=S)N(CC)C1=O)N2CC	-70.1%	.
O=C(O)c1cc(-c2ccc(O)cc2)nc2ccc(Br)cc12	0.0%	-3.8%
COc1ccccc1OCCNC(=O)c1ccc(Oc2ccccc2)cc1	-2.0%	3.9%
Cc1ccc(OCc2nnc(NC(=O)Nc3ccc(Cl)cc3)s2)cc1C	-0.1%	-2.1%
O=C(Cn1cnc2c(cnn2-c2ccccc2)c1=O)N1CCCc2ccccc21	4.2%	-6.2%
COc1ccc(NC(=O)CCC2CCCCC2)cc1	-3.2%	-2.7%
CCC(C)NC(=O)CN(c1ccccc1OC)S(=O)(=O)c1ccccc1 (stereo not given)	-1.6%	-2.9%
CCN(CC)CCOC(=O)c1ccc(Cl)cc1	2.5%	.
NC(=O)C1CCN(C(=S)c2cccs2)CC1	-4.7%	2.7%
O=C(O)Cn1cc(C(=O)c2cccs2)c2ccccc21	-0.3%	-11.9%
CC12CC3CC(C)(C1)CC(CN1CCOCC1)(C3)C2	-1.0%	.
Cc1cc(C(=O)COc2cccc(-n3cnnn3)c2)c(C)n1-c1ccccc1	-1.2%	-3.1%
O=C(/C=C/c1ccc(-c2ccccc2[N+](=O)[O-])o1)Nc1cccnc1	-1.1%	0.2%
O=CN(CCN(C=O)CN1CCCCC1)CN1CCCCC1	-1.7%	-5.0%
NC(N)=NS(=O)(=O)c1ccc(NC(=S)NC(=O)c2ccccc2)cc1	4.1%	0.1%
O/N=C1/CCCc2c1[nH]c1ccccc21	-4.2%	0.3%
CCCOC(=O)CSc1nnc(-c2ccc(Cl)cc2Cl)o1	-0.3%	-3.6%
Nc1nnc(CSc2ccc(Cl)cc2)s1	7.5%	-6.0%
COc1cc2c(cc1NC(=O)CCCCCN1C(=O)CCC1=O)oc1ccccc12	-0.5%	.
O=C(O)CCC(=O)Nc1ccc(Br)cn1	-2.6%	-3.7%
CCOC(=O)C1CCCN(C(=O)COc2ccccc2O)C1 (stereo not given)	2.1%	.
Cc1cc(C)c(S(=O)(=O)N2C=CC(C(F)(F)F)=NCC2)c(C)c1	-0.9%	.
O=S(=O)(Nc1nc2ccccc2s1)c1ccc(Cl)s1	0.1%	.
COc1cc(OC)c(C2C(C(=O)N3CCOCC3)=C(C)NC3=C2C(=O)CC(C)(C)C3)cc1OC (stereo not given)	.	-4.2%
CCOC(=O)C1CCN(c2c(NC3CCCc4ccccc43)c(=O)c2=O)CC1 (stereo not given)	-47.1%	-5.8%
COc1ccc(-c2nc3ccccc3o2)cc1NC(=O)c1cc2ccccc2cc1OC	-4.5%	7.8%
CCSc1sccc1C1C(C#N)=C(N)N(c2cccnc2)C2=C1C(=O)CCC2 (stereo not given)	2.0%	-18.4%
COCCn1c(CCC(=O)O)nc2c1c(=O)[nH]c(=O)n2CC(C)C	-0.8%	-4.9%
C[C@H](NC(=O)Nc1ccc2c(c1)OCCO2)C(=O)O	0.1%	-5.1%
Cc1ccc2c(CC(=O)OCc3nc(N)nc(Nc4ccccc4C)n3)coc2c1	-2.8%	-4.2%
CCc1c(C)sc(NC(=O)c2c(-c3ccccc3Cl)noc2C)c1C(=O)OC	2.6%	0.5%
O=C1C(=O)N(c2ccccn2)C(c2cccc(Br)c2)/C1=C(\O)c1ccc(Cl)cc1 (stereo not given)	-2.1%	0.8%
CN(CC(=O)NC1CCCc2ccccc21)S(=O)(=O)c1ccc2c(c1)c(=O)n(C)c(=O)n2C (stereo not given)	-3.3%	-6.5%
NC1=NC(=O)/C(=C/c2ccc(-c3cc([N+](=O)[O-])ccc3Cl)o2)S1	75.9%*	37.4%
Nn1c(SCC(=O)N2CCOCC2)nnc1-c1ccc(Cl)cc1Cl	-1.2%	7.1%
CCOC(=O)CCc1c(C)c(C#N)c2nc3ccccc3n2c1-n1ccnc1C	7.0%	-1.5%
CC1CCC(=NNC(=O)Cc2ccccc2)CC1 (stereo not given)	-1.6%	.

Looked up by compound from the entries so far (4):
SMILES	Hsp70 displacement	Rat MKP-3 inhibitors
COc1ccc(-c2nc3ccccc3o2)cc1NC(=O)c1cc2ccccc2cc1OC	-4.5%	7.8%
Cc1ccc2c(CC(=O)OCc3nc(N)nc(Nc4ccccc4C)n3)coc2c1	-2.8%	-4.2%
CCOC(=O)CCc1c(C)c(C#N)c2nc3ccccc3n2c1-n1ccnc1C	7.0%	-1.5%
COCCn1c(CCC(=O)O)nc2c1c(=O)[nH]c(=O)n2CC(C)C	-0.8%	-4.9%

Already shown: two of the compounds above.
SMILES	Hsp70 displacement	Rat MKP-3 inhibitors
O=S(=O)(Nc1nc2ccccc2s1)c1ccc(Cl)s1	0.1%	.
COc1cc(OC)c(C2C(C(=O)N3CCOCC3)=C(C)NC3=C2C(=O)CC(C)(C)C3)cc1OC (stereo not given)	.	-4.2%

The list continues:
SMILES	Hsp70 displacement	Rat MKP-3 inhibitors
O=C(NCc1ccco1)c1cc2sccc2n1Cc1ccc(F)cc1	-2.1%	-3.7%
Cc1ccc2[nH]cc(CCNC(=O)Nc3ccccc3)c2c1	-1.4%	.
C=CCN1C(=O)CN=C1NCc1ccccc1	-0.4%	-8.0%
CN1c2ccccc2N(C)C1(C)c1cccc2ccccc12	2.4%	0.5%
O=C(Nc1ccc(S(=O)(=O)C(F)F)cc1)c1cccc(S(=O)(=O)N2CCOCC2)c1	1.5%	0.1%
COc1c(Br)cc(Br)cc1/C=N/n1c(C)nnc1C	10.8%	-1.7%
COc1ccc(OC)c(S(=O)(=O)N2CCC(C(=O)NCCC3=CCCCC3)CC2)c1	0.9%	2.3%
COc1ccc(C2CC(c3cc(OC)ccc3OC)n3nnnc3N2)cc1 (stereo not given)	2.7%	4.4%
CC(=O)NCC1=C(NC(C)=O)C2CC1C(C)(C)C2C (stereo not given)	6.5%&-2.6%	-10.8%&1.9%
O=C(CCN1c2ccccc2Sc2ccccc21)Nc1ccccc1	-12.0%	.
CCOC(=O)c1c(N2C(=O)C=CC2=O)sc2c1CCCC2	3.4%	0.2%
N#Cc1ccc(C23CC4CC(CC(C4)C2)C3)[nH]c1=O	5.9%	-3.1%
CC(=O)c1cccc(NC(=O)C2CCCN(S(C)(=O)=O)C2)c1 (stereo not given)	-0.5%	-12.3%
CCN(CC)CCCNC(=O)c1cc2nc(-c3ccc([N+](=O)[O-])cc3)cc(C(F)(F)F)n2n1	-0.2%	1.9%
Cc1nc(N2CCN(S(=O)(=O)c3ccc(F)cc3)CC2)c2c(C)c(C)sc2n1	1.9%	-6.1%
CCOc1ccc(NC(=O)CN(C)CC(=O)Nc2cccc(Cl)c2C)cc1OCC	6.3%	.
N#Cc1c(-n2ncnc2-c2cccc([N+](=O)[O-])c2)sc2c1CCCC2	6.4%	-2.6%
C/C=C/c1ccc(OCCCNCC(C)O)c(OC)c1 (stereo not given)	-2.1%	3.3%
COc1ccc(S(=O)(=O)Nc2ccc(S(=O)(=O)Nc3nc(C)cc(C)n3)cc2)cc1OC	0.1%	-12.4%
COc1cccc(C(=O)Nc2nc3ccc(C)cc3s2)c1	-0.8%	1.5%
CC(=O)NCC(=O)N(Cc1ccco1)C1(C(=O)NC2CCCCC2)CCCCC1	.	-3.3%
COc1cc2c(cc1OC)-c1cc(NC3CCCC3)nc(=O)n1CC2	-1.1%	0.3%
COCc1cc(C)nc(SCC(=O)Nc2ccc3c(c2)OCO3)c1C#N	1.9%	-3.7%
CCCCC(=O)Nc1nnc(C)s1	-1.6%	-2.3%
COc1ccc(CCNS(=O)(=O)c2cn(C)c(=O)n(C)c2=O)cc1OC	2.1%	2.0%
Cc1cc(NC(=O)Cn2nc(C(F)(F)F)c3c2CCC3)no1	-1.6%	-7.9%
COc1ccccc1NC(=O)c1sc(NC(=O)c2ccco2)c(C#N)c1C	10.5%	.
CCOC(=O)c1sc2nc(CSCC(=O)OCc3ccc(C(=O)OC)o3)[nH]c(=O)c2c1C	-15.6%	3.4%
